Screening results as filed in PubChem BioAssay.
M5 PAM – human M5 muscarinic receptor positive allosteric modulators, primary screen, CHO-K1 cells, Fluo-8 calcium fluorescence | 0.3% of 360,000 active | Muscarinic acetylcholine receptor M5 (Homo sapiens), P08912 | CHO-K1 hM5, ACh EC20 PAM; 0% = ACh EC20, 100% = ACh EC100 | activation, % at 3 µM;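 active = activation above the run cutoff, the mean activation of all test compounds plus 3 SD, cut at about 18% in these data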
Target sequence (P08912 whole entry, looked up): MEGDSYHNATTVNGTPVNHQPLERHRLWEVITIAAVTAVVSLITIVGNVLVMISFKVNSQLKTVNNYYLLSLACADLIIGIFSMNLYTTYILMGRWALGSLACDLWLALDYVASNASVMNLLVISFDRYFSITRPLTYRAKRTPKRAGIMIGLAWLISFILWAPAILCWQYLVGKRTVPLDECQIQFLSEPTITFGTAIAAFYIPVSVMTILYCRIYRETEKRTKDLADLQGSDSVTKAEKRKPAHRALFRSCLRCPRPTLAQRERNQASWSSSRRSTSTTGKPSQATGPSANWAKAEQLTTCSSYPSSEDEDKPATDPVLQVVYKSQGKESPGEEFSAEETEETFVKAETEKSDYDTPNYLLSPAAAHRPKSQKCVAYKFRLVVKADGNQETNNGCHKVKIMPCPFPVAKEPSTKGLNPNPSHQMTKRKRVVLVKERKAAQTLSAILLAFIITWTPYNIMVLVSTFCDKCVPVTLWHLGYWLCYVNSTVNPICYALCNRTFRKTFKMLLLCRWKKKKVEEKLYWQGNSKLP
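Assay system: CHO-K1 hM5 cells. Also added: acetylcholine at EC20 concentration, added after compound. Dosing: 3 µM, single dose. Times: compound preincubation 140 s before EC20 acetylcholine addition. Signal: Fluo-8 calcium fluorescence. Measure: % activation relative to EC20 and EC100 ACh responses. Repeats: singlicate, one well per test compound.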
IDE cell inh – human IDE inhibitors in live cells, primary screen, fluorescence polarization, HEK cells, FAbetaB substrate; Insulin-degrading enzyme (Homo sapiens), P14735; FAbetaB cleavage; inhibition, % at 5.59 µM; 0.41% of 320,000 active; AID 434962, 2010;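 active = percent inhibition above the average of all tested compounds plus 3 SD, set per screening campaign, cut at about 16% in these data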;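 also: IDE supplied by intact live HEK cells; FP after avidin binding of uncleaved biotin substrate so inhibition keeps polarization high; 0% = DMSO wells and 100% = 60 µM reference IDE inhibitor Ii1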
CHRM5 antagonist – human M5 muscarinic receptor antagonists, primary screen, CHO cells, Fluo-8 calcium fluorescence; Muscarinic acetylcholine receptor M5 (Homo sapiens), P08912; inhibition, % at 3 µM; 0.59% of 360,000 active; CHO-hM5 cells, ACh EC80; AID 624040, 2012;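 active = inhibition above a per-plate cutoff, the mean of that plate's test compounds plus 3 SD, cut at about 27% in these data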;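 also: 0% = acetylcholine EC80 with DMSO and 100% = DMSO without agonist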
CRFR2-BP antag – antagonists of CRF-BP/CRF-R2 complex, primary screen, cell-based, HEK293, calcium dye fluorescence, uHTS. CRF-induced calcium fluorescence. inhibition, % at 11.8 µM. 0.59% of 350,000 active. AID 588475, 2011;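 active = inhibition of the ligand-induced calcium signal above about 50% at the single tested concentration, limit read from the data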
CRFBP-R2 agonist – agonists of CRF-BP/CRF-R2 complex, primary screen, cell-based, HEK293, calcium dye fluorescence, uHTS | CRF-binding protein / CRF receptor 2 complex (human) | 0.46% of 350,000 active | calcium dye fluorescence (FLIPR); percent of saturating CRF peptide response | activation, % at 13.2 µM | AID 588473, 2011;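 active = activation of at least 50%, plus an integration ratio under a set limit after plate pattern correction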;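 also: plate controls were neutral control wells without compound for no effect and CRF at EC100 for full effect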
CHRM4 PAM – human M4 muscarinic receptor positive allosteric modulators, primary screen, CHO-K1 cells, Fluo-8 calcium fluorescence. activation, % at 3 µM. CHO-K1 hM4/Gqi5, ACh EC20; 0% = ACh EC20, 100% = maximal ACh. 0.4% of 360,000 active. Muscarinic acetylcholine receptor M4 (Homo sapiens), P08173;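 active = activation above its plate's cutoff, the mean activation of sample wells plus 3 SD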; also: some results filed as inactive read as strong as hits
Target sequence (P08173 whole entry, looked up): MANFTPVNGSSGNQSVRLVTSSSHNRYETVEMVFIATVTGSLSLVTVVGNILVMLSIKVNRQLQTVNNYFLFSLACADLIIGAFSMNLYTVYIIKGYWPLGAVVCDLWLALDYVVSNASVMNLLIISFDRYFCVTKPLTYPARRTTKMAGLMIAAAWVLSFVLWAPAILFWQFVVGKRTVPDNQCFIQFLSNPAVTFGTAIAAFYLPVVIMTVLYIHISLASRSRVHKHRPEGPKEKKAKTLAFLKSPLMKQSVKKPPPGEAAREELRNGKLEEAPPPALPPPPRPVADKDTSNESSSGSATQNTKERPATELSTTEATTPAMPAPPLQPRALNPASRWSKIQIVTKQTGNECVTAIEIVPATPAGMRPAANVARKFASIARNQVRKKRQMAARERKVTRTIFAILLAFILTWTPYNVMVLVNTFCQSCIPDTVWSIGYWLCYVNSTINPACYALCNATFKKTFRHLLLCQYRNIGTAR
CHRM5 agonist – human M5 muscarinic receptor agonists, primary screen, CHO-K1 cells, Fluo-8 calcium fluorescence | Muscarinic acetylcholine receptor M5 (Homo sapiens), P08912 | CHO-K1 hM5 cells; 0% DMSO wells, 100% maximal acetylcholine response | activation, % at 3 µM | 0.19% of 360,000 active | AID 624037, 2012;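 active = activation above the run's mean over test compounds plus 3 SD, cut at about 23% in these data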;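 also: signal is peak over basal fluorescence ratio across the kinetic read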
M4 ag – human M4 muscarinic receptor agonists, primary screen, CHO-K1 cells, Fluo-8 calcium fluorescence | 0.14% of 360,000 active | AID 624127, 2012 | CHO-K1 hM4/Gqi5; vehicle 0%, full acetylcholine response 100% | activation, % at 3 µM;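 active = activation above the run mean over all test wells plus 3 SD, cut at about 32% in these data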;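 also: peak over basal fluorescence ratio per well then scaled between controls; 0% = DMSO wells and 100% = acetylcholine at EC100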
M4 antag – human M4 muscarinic receptor antagonists, primary screen, CHO cells, Fluo-8 calcium fluorescence | Muscarinic acetylcholine receptor M4 (Homo sapiens), P08173 | CHO-hM4 cells, ACh EC80 | inhibition, % at 3 µM | 0.73% of 360,000 active;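 active = inhibition above its plate's cutoff, the mean inhibition of sample wells plus 3 SD, cut at about 27% in these data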;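 also: 0% = acetylcholine EC80 with DMSO and 100% = DMSO without agonist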
* hit, by the source's call; · = not tested or not shown.

SMILES	M5 PAM	IDE cell inh	CHRM5 antagonist	CRFR2-BP antag	CRFBP-R2 agonist	CHRM4 PAM	CHRM5 agonist	M4 ag	M4 antag
CN(C)c1ccc([C@@H]2[C@@H]([N+](=O)[O-])[C@H]3C=Cc4ccccc4N3[C@H]2C(=O)c2ccc(Cl)cc2)cc1	-5	7	3	-46	25	-8	2	5	4
C#CCOCCOCCOCCNc1nc(N2CCN(C(=O)Cn3cc(CCCCN)nn3)CC2)nc(N2CCN(C(=O)[C@H](C)n3cc(CCC(=O)O)nn3)CC2)n1	1	·	4	3	0.0	3	3	1	-6
C#CCn1c(=NC(=O)c2cccs2)sc2cccc(OCC)c21	-3	4	0	-21	9.0	1	1	0	-3
CCC(=O)Nc1c(C#N)c2nc3ccccc3nc2n1C1CCCCC1	-4	-1	-1	-9	-2.0	-3	0	0	8
NS(=O)(=O)c1cccc(NC(=O)CC23CC4CC(C2)CC(CC(=O)Nc2cccc(S(N)(=O)=O)c2)(C4)C3)c1	-6	6	5	2	1.7	-11	-6	2	-5
CS(=O)(=O)Cc1ccc(C(=O)NCC2(N3CCCCC3)CCCCC2)cc1	5	1	-2	3	3.2	4	-5	2	-16
CCOC(=O)C1CCCN(C(=O)/C=C/c2ccccc2[N+](=O)[O-])C1 (stereo unspecified)	2	-5	-2	17	-5.1	-9	-5	3	-4
COc1ccc(Cc2nnc(SCc3nc4ccccc4c(=O)[nH]3)n2C)cc1	-1	1	-2	2	1.1	28	0	0	14
CC(C)(C(N)=O)c1ccccc1	-1	-5	2	0	-0.2	-3	-2	1	4
S=c1[nH]nc(-c2cccs2)n1/N=C/c1cn(-c2ccccc2)nc1-c1cccs1	-6	-7	9	-22	-1.9	0	-1	1	3
CCN1CCN(c2ccc(S(=O)(=O)N3CCCCC3)cc2NC(=O)c2ccccc2)CC1	9	0	-9	-7	0.2	11	3	4	-1
O=C(CSCc1ccccc1)N/N=C/c1ccc(OCC(=O)N2CCCCC2)cc1	-4	1	3	25	-1.0	0	0	7	-5
Oc1cc2c(cc1O)CN(C(=S)NCCc1ccc(Cl)cc1)CCC2	-5	6	9	1	0.3	-6	2	11	14
OCC1(CO)CCCC(CO)(CO)C1O	2	·	10	-6	-3.4	3	2	1	3
COc1ccccc1Cn1nnc2c(=O)[nH]c(C3CCN(C(=O)c4ccc(C)cc4)CC3)nc21	-1	8	1	-9	-0.4	-6	0	0	9
Cc1ccn2c(-c3n[nH]c(=S)n3Cc3ccccc3)c(C)nc2c1	-9	-2	10	-7	-1.8	5	0	1	3
C=CCNC(=O)c1ccc(CNS(=O)(=O)c2ccc(NC(C)=O)cc2)cc1	-2	-1	1	17	0.4	-2	-1	-1	5
CCOc1ccc(C(=O)NC(=S)Nc2ccc(N3CCCCC3)cc2)cc1[N+](=O)[O-]	-1	-1	5	23	-0.3	1	0	1	7
O=C(c1ccccc1)c1c[nH]c(C(=O)NNc2cccc(Cl)n2)c1	0	1	-6	-5	-2.9	8	-3	-1	-6
CO/N=C(/CS(=O)(=O)c1ccc(Br)cc1)c1ccc(OC)cc1	-5	6	-2	-4	-1.6	-2	-4	2	-5

Compounds listed so far that have two or more sulfur atoms (3):
SMILES	M5 PAM	IDE cell inh	CHRM5 antagonist	CRFR2-BP antag	CRFBP-R2 agonist	CHRM4 PAM	CHRM5 agonist	M4 ag	M4 antag
C#CCn1c(=NC(=O)c2cccs2)sc2cccc(OCC)c21	-3	4	0	-21	9.0	1	1	0	-3
NS(=O)(=O)c1cccc(NC(=O)CC23CC4CC(C2)CC(CC(=O)Nc2cccc(S(N)(=O)=O)c2)(C4)C3)c1	-6	6	5	2	1.7	-11	-6	2	-5
S=c1[nH]nc(-c2cccs2)n1/N=C/c1cn(-c2ccccc2)nc1-c1cccs1	-6	-7	9	-22	-1.9	0	-1	1	3

(listing goes on)
SMILES	M5 PAM	IDE cell inh	CHRM5 antagonist	CRFR2-BP antag	CRFBP-R2 agonist	CHRM4 PAM	CHRM5 agonist	M4 ag	M4 antag
O=C(C1CCCO1)N(Cc1ccccc1)c1ccccc1 (stereo unspecified)	4	5	-5	-1	-3.4	-4	-2	0	4
O=C(Nc1cccc([N+](=O)[O-])c1)N(c1ccccc1)c1ccccc1	8	·	1	-7	-5.3	1	3	2	-7
CCOC(=O)c1sc(N=NC2=C(O)CCCC2=O)c(C(=O)OCC)c1C	-4	-2	3	11	-1.7	5	4	0	-11
CCCOc1ccc(C(=O)CCCC(=O)c2ccc(OCCC)cc2)cc1	1	2	6	-12	1.7	-1	0	1	3
CS(=O)(=O)N1CCc2cc(-c3csc(NC(=O)Cc4ccccc4)n3)ccc21	-13	11	10	6	-0.5	-6	3	20	0
Nc1sc2c(c1C(=O)NC1CCS(=O)(=O)C1)CCCC2 (stereo unspecified)	-1	4	-4	-6	3.4	1	2	0	-9
COc1ccc(OC)c(S(=O)(=O)N(C)CC(=O)N2CCN(c3ccc(F)cc3)CC2)c1	9	-1	-6	-12	-1.0	4	2	4	1
O=C(O)Cn1nc(-c2ccccc2)c2ccccc2c1=O	3	5	-2	1	-1.7	6	1	0	2
CN(Cc1c(F)cccc1Cl)C(=O)c1cccc(S(=O)(=O)N2CCN(Cc3ccccc3)CC2)c1	-17	·	6	13	0.6	-8	-2	11	-6
CN(C(=O)C1CCC(=O)N(Cc2ccccc2F)C1)C1CCOCC1 (stereo unspecified)	-5	5	1	1	2.3	2	-3	1	0
CC(C)n1cc(CN2CCCC(C(=O)Nc3cccc(-c4cc5ccccc5[nH]4)c3)C2)cn1 (stereo unspecified)	-1	-4	1	-5	-0.9	1	-5	22	2
Cc1cc(C)n2ncc(C(=O)Nc3ccc4c(c3)OCO4)c2n1	4	-2	-1	-12	-1.0	11	-3	0	-1
COc1cccc(N(C(C)=O)c2nc(C)cc(C)c2C#N)c1	1	1	-7	-11	-1.3	-3	2	1	-5
CN1CCN(C(=O)/C(=C/c2ccccc2F)NC(=O)c2ccccc2)CC1	-1	3	8	-8	1.2	-2	-3	1	0
CCOc1ccc(-n2ccnc2SCC(=O)NCc2ccc3c(c2)OCO3)cc1	-8	-3	3	-5	-4.5	-8	-4	6	-1
Cc1ccc(S(=O)(=O)Nc2ccc(NC(=O)/C=C/C(=O)O)cc2)cc1	-2	7	5	1	-1.4	1	2	2	5
CC(Oc1ccccc1)C(=O)Nc1ccc(S(=O)(=O)NCC2CCCO2)cc1 (stereo unspecified)	-6	0	1	-4	-0.2	-2	14	9	4
C#CCOc1c(Br)cc(/C=C2/C(=O)ON=C2C)cc1OCC	1	7	1	-6	-0.3	1	-5	0	-6
O=C(c1cc(-c2ccc(O)cc2)on1)N1CCN(c2ccccc2)CC1	-2	2	4	34	-2.3	-4	3	5	0
O=C(Nc1ccc(N2CCOCC2)cc1)C1CCN(C(=O)OCc2ccccc2)CC1	-4	10	10	1	-0.9	-8	2	5	-1
Cc1cccc(-n2c(Cc3ccccc3)nnc2SCC(=O)N2CCOCC2)c1	7	-2	-3	1	-0.4	3	-3	1	-5
O=c1[nH]c(Nc2ccc(F)cc2)cc2ccccc12	0	5	8	-11	21	-2	2	6	11
CCOc1ccc(C(=O)NNC(=O)CNC(=O)c2ccc(C)s2)cc1OC	3	2	2	1	-0.4	11	3	1	-7
S=c1[nH]nc(C2CCCCC2)n1/N=C/C(Cl)=C\c1ccccc1	-3	8	-3	-1	1.9	3	-2	-1	-1
Cc1cccc(N(C(=O)Cc2cccs2)C(C(=O)NCc2ccco2)c2ccncc2)c1 (stereo unspecified)	-1	-5	-2	38	-7.1	5	-2	4	-2
Cc1noc(C)c1C(=O)N1CCC1(C)C(=O)NS(=O)(=O)c1ccc(Cl)cc1 (stereo unspecified)	-2	·	17	·	·	2	-1	0	3
O=c1[nH]c(/C=C/c2ccccc2OC(F)F)nc2c1cnn2-c1ccccc1	1	-1	1	-12	0.7	-4	-2	0	-1
Oc1cccc(Nc2c3ccccc3nc3ccccc23)c1	-3	-5	-1	20	-0.1	1	1	7	-2
O=C(CSc1nc2c(sc3ccccc32)c(=O)n1CCCN1CCCC1)NCc1ccco1	-5	-5	11	1	-1.1	-11	-8	3	-1
Cc1ccc(S(=O)(=O)Nc2ccc(Nc3ccccc3)cc2)cc1	13	2	-6	-12	1.8	-2	8	1	1
O=C(CSc1ncnc2c1nnn2Cc1ccc(F)cc1)NC1CCCCC1	2	1	-1	4	1.1	-2	-1	2	-8
CC(C)Nc1nnc(SC(C)C(=O)Nc2ccc(N3CCOCC3)cc2)s1 (stereo unspecified)	1	1	5	6	-1.3	1	-1	0	-2
CCN1C(=O)/C(=C\c2cccc(OC(=O)c3ccco3)c2)SC1=S	2	-3	5	4	-0.1	1	-2	1	2
Cn1c(=O)n(C)c2cc([N+](=O)[O-])c(N3CCN(S(C)(=O)=O)CC3)cc21	9	-3	-2	17	8.1	7	3	2	-9
O=C(OCCN1CCCCC1)c1ccccc1Cl	15	4	4	12	1.7	-6	-15	1	-1
Cc1ccc(C(=O)NNC(=O)c2cccc(S(=O)(=O)N3CCN(c4ccccc4)CC3)c2)cc1	-3	0	0	8	-1.7	-4	-2	1	-1
COc1ccc(-c2c(C(=O)c3ccc(Br)cc3)[nH]c(N)c2C(=O)c2ccccc2)cc1OC	-13	·	11	·	·	-6	11	17	3
CC(C)CNC(=O)C(=O)NN=C1CCCCCC1	-1	1	3	2	-0.5	2	-4	0	-4

Some entries already given, reduced to M4 ag:
smiles | M4 ag
O=C(CSc1ncnc2c1nnn2Cc1ccc(F)cc1)NC1CCCCC1 | 2
CC(C)Nc1nnc(SC(C)C(=O)Nc2ccc(N3CCOCC3)cc2)s1 (stereo unspecified) | 0
CCN1C(=O)/C(=C\c2cccc(OC(=O)c3ccco3)c2)SC1=S | 1
Cn1c(=O)n(C)c2cc([N+](=O)[O-])c(N3CCN(S(C)(=O)=O)CC3)cc21 | 2

Compounds as they come (roughly 2.9% active in at least one column).
